Compound activity (PubChem)
NRP1-CendR mod = modulators of CendR peptide binding to human neuropilin-1; FAM-RPARPAR peptide binding to NRP-1, fluorescence polarization; inhibition, % at 25 µM; 360,000 compounds, 0.85% hits; AID 602438;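 active = inhibition or corrected inhibition above about 18%, plus a signal ratio from 0.5 to 1.5, limit read from the data, passing the limit was not always enough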; also: strong numbers were not always called active
Target sequence (O14786 whole entry, looked up): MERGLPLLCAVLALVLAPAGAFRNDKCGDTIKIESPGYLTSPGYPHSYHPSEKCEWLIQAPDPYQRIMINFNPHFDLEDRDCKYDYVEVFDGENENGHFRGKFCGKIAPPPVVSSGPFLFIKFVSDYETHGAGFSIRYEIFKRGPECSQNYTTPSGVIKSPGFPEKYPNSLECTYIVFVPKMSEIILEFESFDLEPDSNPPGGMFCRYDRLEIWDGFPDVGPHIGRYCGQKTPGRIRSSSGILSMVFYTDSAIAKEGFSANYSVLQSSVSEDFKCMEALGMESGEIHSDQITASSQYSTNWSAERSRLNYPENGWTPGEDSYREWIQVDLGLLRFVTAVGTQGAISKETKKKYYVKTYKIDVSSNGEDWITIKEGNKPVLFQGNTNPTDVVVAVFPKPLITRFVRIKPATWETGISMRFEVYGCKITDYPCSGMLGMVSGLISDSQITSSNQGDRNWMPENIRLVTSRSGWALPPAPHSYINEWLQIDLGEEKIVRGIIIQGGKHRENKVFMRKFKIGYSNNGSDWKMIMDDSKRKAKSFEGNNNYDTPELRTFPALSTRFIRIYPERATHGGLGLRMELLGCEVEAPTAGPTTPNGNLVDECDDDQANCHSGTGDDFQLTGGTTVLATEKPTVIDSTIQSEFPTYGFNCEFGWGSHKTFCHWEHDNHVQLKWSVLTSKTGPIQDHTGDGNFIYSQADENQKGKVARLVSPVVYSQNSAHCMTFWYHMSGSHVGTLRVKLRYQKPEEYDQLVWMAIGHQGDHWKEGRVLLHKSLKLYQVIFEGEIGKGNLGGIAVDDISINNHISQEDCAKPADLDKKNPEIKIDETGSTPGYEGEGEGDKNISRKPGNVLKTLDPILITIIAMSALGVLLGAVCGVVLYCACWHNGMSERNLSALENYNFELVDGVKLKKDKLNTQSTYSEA
DNMT1 inh = blocks human DNA methyltransferase DNMT1. P26358. DNMT1 molecular beacon, Hinp1I cleavage, fluorescence. inhibition (reported as % activation of signal), % at 10 µM. 360,000 compounds, 0.83% hits. AID 588458; in the data active = inhibition above about 50%
Rpn11 inh = blocks the human proteasome subunit Rpn11 | calls only at 20 µM | O00487 | 360,000 compounds, 0.59% hits | human 26S proteasome, Ub4-pepOG fluorescence polarization; 20S core pre-blocked with epoxomicin | AID 588493;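 active = inhibition at 20 µM, scaled to each plate's controls, above about 33%, limit read from the data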
NadD block = blocks S. aureus nicotinate mononucleotide adenylyltransferase | purified NadD enzyme, colorimetric absorbance read-out | inhibition, % at 20 µM | 360,000 compounds, 0.78% hits | AID 602399; in the data active = inhibition above about 26%; also: some compounds past the cut are filed as inactive
Scp1 inh = Scp-1 (human) phosphatase inhibition | Q9GZU7 | Recombinant Scp1, phosphopeptide, malachite green phosphate absorbance | inhibition, % at 20 µM | 340,000 compounds, 0.88% hits;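 active = inhibition above about 50% at 20 µM, limit read from the data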;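 also: plate controls were DMSO wells with enzyme for no effect and wells lacking enzyme for full effect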
Target sequence (Q9GZU7 76-261 limits assumed): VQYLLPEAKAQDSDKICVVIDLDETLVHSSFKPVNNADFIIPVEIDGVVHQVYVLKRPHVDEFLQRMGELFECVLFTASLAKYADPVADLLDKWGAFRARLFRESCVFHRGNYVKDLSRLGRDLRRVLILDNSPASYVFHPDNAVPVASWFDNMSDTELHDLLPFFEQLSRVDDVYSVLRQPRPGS
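Assay system: SCP-1 catalytic fragment, aa 76-261 | Buffer or medium: Tris acetate buffer pH 5.5 with MgCl2 and Tween-20 | Compound: One concentration, 20 µM, with 1.0% DMSO | Also added: Phospho 17-mer peptide substrate | Signal: Absorbance at 630 nm | Incubation: 45 min enzyme reaction at room temperature | Measure: % inhibition of SCP-1 phosphate liberation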
LMPTP inh = blocks human LMPTP phosphatase; recombinant LMPTP-A, OMFP fluorogenic substrate, fluorescence intensity; inhibition, % at 20 µM; 360,000 compounds, 0.22% hits;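 active = compounds that cut the enzyme signal by at least half of the control window in the single-dose screen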;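 also: plate controls were DMSO wells with enzyme plus substrate for no effect and substrate without enzyme for full effect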
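Assay system: LMPTP-A enzyme. Input: 0.625 nM LMPTP-A final. Probe or stimulus: 400 µM OMFP. Compound dosing: single 20 µM dose. Schedule: 50 min dark incubation at room temperature. Detection: fluorescence intensity of OMFP turnover product. Read-out: percent inhibition versus substrate-only and uninhibited controls. Benchmarks: no-enzyme low control, uninhibited high control.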
SUMO1 PPI mod = SUMO1-SIM interaction modulation; P63165; SUMO1 binding to a labelled peptide, TR-FRET, 1 h; inhibition, % at 20 µM; 360,000 compounds, 0.33% hits; in the data active = inhibition above about 37%
SKN-1 block = blocks SKN-1 activity in C. elegans. C. elegans VP596 Pgst-4::GFP/RFP ratio, acrylamide-induced, 24 h. 360,000 compounds, 0.49% hits. inhibition, % at 21.8 µM;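 active = interference check ratio from 0.5 to 1.5 plus GFP to RFP signal ratio inhibition reaching or exceeding a fixed threshold, cut at about 30% in these data, passing the limit was not always enough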; also: some compounds called inactive have numbers as strong as hits
STEP block = STEP (human) phosphatase inhibition; recombinant STEP, OMFP fluorogenic substrate, fluorescence; inhibition, % at 20 µM; 360,000 compounds, 0.25% hits; AID 588621;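 active = inhibition at 20 µM, scaled per plate between control wells, above about 37%, limit read from the data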;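 also: 0% = DMSO with enzyme and substrate and 100% = substrate only without enzyme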
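System: isolated STEP enzyme; schedule: 20 min enzyme reaction at room temperature, protected from light; medium: Bis-Tris buffer pH 6.0, 2.5 mM DTT, 0.005% Tween 20; signal: fluorescence, 480/540 nm; dosing: single compound dose of 20 µM, 1% DMSO final; also added: OMFP substrate, 25 µM final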
MT1-MMP act inh = inhibitors of human MT1-MMP activation | 360,000 compounds, 0.061% hits | AID 651647 | GFP/RFP ratio change, % at 20 µM | HT1080 RFP-PRO-GFP cells, GFP/RFP ratio fluorescence, overnight; percent of plate control window, DMSO zero;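 active = GFP/RFP ratio change of at least 30% with cell ATP level not reduced by more than half and red fluorescence within 50% of control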; also: strong numbers were not always called active
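Test system: HT1080 cells expressing an RFP-PRO-GFP fluorescent reporter construct / Compound dosing: single-point 20 µM compound, 1% DMSO / Schedule: cells overnight before dosing, compound overnight, 37 °C, 5% CO2 / Evaluation: GFP/RFP fluorescence ratio / Control set: DMSO and RFP-L50D-GFP cell wells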
Starred values were filed as active, the others as inactive; i = inactive; nt = no result given; & = joins results of further samples. No enrichment for hits. Share with any hit: about 3.9%.

1	Cc1ccc(C(NC(=O)NCCCN2CCOCC2)=C(Cl)Cl)cc1F
2	COc1ccc(-c2cc(C(=O)N3CCN(c4ccccc4OC)CC3)no2)cc1
3	O=C(COC(=O)C1=COCCO1)Nc1cc(C(F)(F)F)ccc1Cl
4	O=C(COC(=O)/C=C/c1cccc(F)c1)Nc1ccccc1-c1ccccc1
5	C=CCSc1nnc(NC(=O)c2nc(SCC)ncc2Cl)s1
6	Nc1nc(SCC(=O)NC2CCCCCC2)[nH]c(=O)c1-c1ccccc1
7	CCOC(=O)c1c(CN2CCCCC2)n(C)c2cc(Br)c(OC)cc12
8	CC(NS(=O)(=O)c1ccc(CCC(=O)NCC2CCCO2)cc1)c1ccccc1 (stereo not drawn)

entry no.	1	2	3	4	5	6	7	8
NRP1-CendR mod	-12	3	8	17	-9	-4	10	-2
DNMT1 inh	0	-3	3	8	6	0	9	-1
Rpn11 inh	i	i	i	i	i	i	i	i
NadD block	-5	-3	7	-3	-5	-4	-3	4
Scp1 inh	1	3	-5	-5	-13	-3	-2	10
LMPTP inh	-8.6	-0.1	0.4	-1.5	-1.4	-0.9	1.2	-2.8
SUMO1 PPI mod	4	6	2	-3	-4	-1	6	-2
SKN-1 block	-4	0	-8	-3	-1	-1	25	-22
STEP block	-2	-1	0	0	0	-1	-1	1
MT1-MMP act inh	2	-2	6	2	-4	6	-8	2

9	COc1ccc(C(O)c2ncc(-c3cccc4ccccc34)[nH]2)cc1F (stereo not drawn)
10	COc1ccc(C(=O)NC2CC2)cc1OC1CCN(C/C=C/c2ccccc2)CC1
11	CCOc1ccc(/C=N/NC(=O)c2cc3c(OC)cc(OC)cc3[nH]2)cc1OC
12	O=C(Nc1cccc(F)c1)N1CCC(n2c(=O)[nH]c3ccccc32)CC1
13	COc1cc(/C=N/NS(=O)(=O)c2ccccc2)c(OC)c(OC)c1
14	CCN(c1ccccc1)S(=O)(=O)c1ccc(Cl)c(NC(=O)COC(=O)c2ccc[n+]([O-])c2)c1
15	O=C(COc1ccc2c(c1)OCO2)Nc1ccccc1C(F)(F)F
16	CCN(CC)C(=O)CN(c1cccc(OC)c1)S(=O)(=O)c1ccc(C)cc1

entry no.	9	10	11	12	13	14	15	16
NRP1-CendR mod	-10	16	0	-1	-1	-2	5	-3
DNMT1 inh	-1	1	-8	-1	3	-2	2	4
Rpn11 inh	i	i	i	i	i	i	i	i
NadD block	0	-2	-10	-2	-4	4	1	3
Scp1 inh	nt	-2	-7	-12	-13	-1	-15	1
LMPTP inh	0.3	1.0	3.1	3.1	-0.3	-1.0	-1.0	-0.6
SUMO1 PPI mod	-10	-5	4	3	1	-3	4	-2
SKN-1 block	4	-12	14	-3	18	3	-2	-1
STEP block	0	-1	-1	2	-1	0	1	-1
MT1-MMP act inh	-1	-8	7	8	-4	-1	5	-9

17	CC(NC(=O)CN1CCC(C(N)=O)CC1)c1ccccc1 (stereo not drawn)
18	Cc1ccc(-n2nnc3c(=O)n(CC(N)=O)cnc32)cc1
19	Cc1cccc(N2CC(C(=O)Nc3ccc(S(=O)(=O)N4CCCCC4)cc3)CC2=O)c1C (stereo not drawn)
20	CCCCCC(=O)c1c(C)[nH]c(C(=O)OCC)c1C
21	CN1CCN(C(CNS(=O)(=O)c2ccc(Cl)cc2)c2cccnc2)CC1 (stereo not drawn)
22	CCOC(=O)c1cccnc1SC(CC)C(=O)N1CCOCC1 (stereo not drawn)
23	Cc1cc(C(=O)C(=O)N(C)C)c(C)n1-c1ccc(Cl)c(Cl)c1
24	COC(=O)[C@@]12CCCCN1[C@H](c1ccc(-c3ccc(F)cc3)cc1)[C@H]1C(=O)N(C)C(=O)[C@H]12

entry no.	17	18	19	20	21	22	23	24
NRP1-CendR mod	0	-1	5	13	-5	5	4	-5
DNMT1 inh	9	1	-6	-1	-4	5	-2	-10
Rpn11 inh	i	i	i	i	i	i	i	i
NadD block	3	3	5	-4	-4	4	1	-6
Scp1 inh	1	-7	-5	-5	-4	-1	-4	-8
LMPTP inh	-0.8	-0.6	1.3	-0.1	-4.5	0.7	-2.0	2.6
SUMO1 PPI mod	3	6	1	-2	-2	2	2	4
SKN-1 block	20	-4	7	13	8	0	-5	11
STEP block	1	-1	3	-2	1	-1	1	2
MT1-MMP act inh	-1	-3	6	-9	-4	0	1	0

Quoted at random: 2 compounds from above
21	CN1CCN(C(CNS(=O)(=O)c2ccc(Cl)cc2)c2cccnc2)CC1 (stereo not drawn)
20	CCCCCC(=O)c1c(C)[nH]c(C(=O)OCC)c1C

entry no.	21	20
NRP1-CendR mod	-5	13
DNMT1 inh	-4	-1
Rpn11 inh	i	i
NadD block	-4	-4
Scp1 inh	-4	-5
LMPTP inh	-4.5	-0.1
SUMO1 PPI mod	-2	-2
SKN-1 block	8	13
STEP block	1	-2
MT1-MMP act inh	-4	-9

Returning to the listing, starting 2 compounds before the break.
23	Cc1cc(C(=O)C(=O)N(C)C)c(C)n1-c1ccc(Cl)c(Cl)c1
24	COC(=O)[C@@]12CCCCN1[C@H](c1ccc(-c3ccc(F)cc3)cc1)[C@H]1C(=O)N(C)C(=O)[C@H]12
25	CCOc1cc(-c2noc(CCC(=O)Nc3cccnc3)n2)ccc1OC
26	CCC(C)(C)NC(=O)/C=C/c1cc(OC)c(OC)c(S(=O)(=O)N2CCc3ccccc32)c1
27	COc1ccc(N2C(=O)CC(Sc3n[nH]c(-c4ccc(C)cc4)n3)C2=O)cc1 (stereo not drawn)
28	C[C@@]12C(=O)N(c3cccc(Cl)c3)C(=O)N1[C@H](c1ccc(Cl)cc1)[C@@H]1C(=O)N(C3CCCCC3)C(=O)[C@@H]12
29	Cc1ccc(NC(=O)CN(C)S(=O)(=O)c2ccc3[nH]c(=O)oc3c2)c(C)c1
30	O=C1NC[C@H](Cc2ccccc2)N(CC2CCN(CCc3ccccc3)CC2)C1=O
31	Cc1cc(NC(=O)CSc2nnc(N)s2)c([N+](=O)[O-])cc1C
32	Cc1nn(-c2ccccn2)c2c1C(c1ccccc1Cl)C1=C(N2)c2ccccc2C1=O (stereo not drawn)

entry no.	23	24	25	26	27	28	29	30	31	32
NRP1-CendR mod	4	-5	-10	-4	13	-35	-10	-5	8	-12
DNMT1 inh	-2	-10	1	12	2	-7	8	3	1	-4
Rpn11 inh	i	i	i	i	i	i	i	i	i	i
NadD block	1	-6	-1	7	-5	7	4	-1	0	24
Scp1 inh	-4	-8	-6	-7	-9	-4	1	1	-4	-6
LMPTP inh	-2.0	2.6	-1.1	-1.2	-0.7	-0.3	1.1	-1.3	0.6	5.3
SUMO1 PPI mod	2	4	2	0	0	-4	-3	5	-25	-2
SKN-1 block	-5	11	-3	6	2	2	6	-5	-9	20
STEP block	1	2	3	0	-3	-3	1	-5	3	-1
MT1-MMP act inh	1	0	2	0	1	-2	-4	2	2	-3

33	CCn1cc(-c2cc(C(F)(F)F)n3nc(C(=O)O)cc3n2)c(C)n1
34	CCn1c(=O)c([N+](=O)[O-])c(Cl)c2ccccc21
35	COC(=O)c1ccccc1NC(=O)CSc1nnnn1C1CCCCC1
36	O=C(OCCN1CCCCC1)c1ccc(O)cc1
37	CC(NC(=O)c1ccc2c(=O)n3c(nc2c1)CCC3)c1ccc(S(N)(=O)=O)cc1 (stereo not drawn)
38	O=S(=O)(NC1CCCCC1N1CCN(c2ccccc2F)CC1)c1ccccc1 (stereo not drawn)
39	CC(=O)N1CCn2c3c(c(=O)c4cc(C)ccc42)CCC31 (stereo not drawn)
40	CO[C@H]1O[C@H](CBr)[C@@H](OC(=O)c2ccccc2)[C@H](O)[C@H]1O

entry no.	33	34	35	36	37	38	39	40
NRP1-CendR mod	7	-7	-2	-1	4	1	17	14
DNMT1 inh	-2	3	-8	0	-1	2	-9	7
Rpn11 inh	i	i	i	i	i	i	i	i
NadD block	6	-2	-2	-3	2	3	-1	-10
Scp1 inh	4	-2	5	-8	-3	-1	3	0
LMPTP inh	-1.5	-1.3	0.3	-1.2	-0.7	-1.2	0.0	-1.1
SUMO1 PPI mod	-1	-6	-1	-2	3	-2	4	6
SKN-1 block	1	-9	-18	14	-7	6	10	15
STEP block	2	6	2	-6	7	0	4	0
MT1-MMP act inh	1	14	7	-3	-1	-1	-9	0

41	O=C(Oc1ccc(C(=S)N2CCC(O)CC2)cc1)c1ccc(Cl)cc1
42	COc1ccc2c(Cl)c(C(=O)NN)sc2c1
43	Cc1ccc(S(=O)(=O)Nc2ccc(N3CCCCC3)cc2)cc1
44	Fc1ccc(SCCc2ccccn2)cc1
45	COc1ccc(/C=N/N(C(C)=O)c2nc(-c3ccc(C)cc3)cs2)cc1
46	COc1cc(NC(=O)c2ccc3c(c2)OCCO3)ccc1NC(=O)c1ccccc1Cl
47	CC(=O)Nc1nc2n(n1)C(c1ccccc1)C=C(c1ccccc1)N2 (stereo not drawn)
48	CCCCNC(=O)[C@H]1C[C@H]1[C@@H](O)[C@H](CO)NC(=O)[C@H](CC(C)C)NC(=O)OC(C)(C)C

entry no.	41	42	43	44	45	46	47	48
NRP1-CendR mod	-2	-15	-9	-7&8	10	-1	10	34*
DNMT1 inh	-2	0	-2	0&2	2	1	1	6
Rpn11 inh	i	i	i	i	i	i	i	i
NadD block	-3	2	-1	0&-68	2	-5	3	1
Scp1 inh	-4	-4	5	-14&-116	1	-12	-4	-6
LMPTP inh	1.2	0.2	0.5	-0.7&0.3	0.4	1.9	-0.1	-0.6
SUMO1 PPI mod	-2	-5	-1	0&-3	1	2	-9	4
SKN-1 block	-7	10	14	7&-4	12	10	-15	8
STEP block	0	5	1	-6&0	-1	-2	-3	2
MT1-MMP act inh	1	1	-1	6&-2	2	-4	-31	1

49	Cn1c(SCC(=O)c2ccc(O)c(O)c2)nnc1-c1cccs1
50	C=CCN1C(=O)/C(=C/c2ccc(OCC(=O)O)cc2)S/C1=N/c1nccs1
51	Cc1ccc(NC(=O)c2c(Cl)nc3ccccn23)cc1
52	O=C(NCCC1CCCCN1S(=O)(=O)c1cccs1)C(=O)Nc1ccc(F)cc1F (stereo not drawn)
53	Nc1nonc1-n1nnc(C(=O)N/N=C/c2c[nH]c3ccccc23)c1-c1ccccc1

entry no.	49	50	51	52	53
NRP1-CendR mod	-28	-8	-1	-10	5
DNMT1 inh	10	1	0	4	-8
Rpn11 inh	i	i	i	i	i
NadD block	-5	10	-1	-10	4
Scp1 inh	67*	0	-15	1	-5
LMPTP inh	21	0.9	-0.8	-0.1	-0.5
SUMO1 PPI mod	15	-6	0	0	-10
SKN-1 block	-9	-3	-8	9	7
STEP block	15	2	-4	0	-3
MT1-MMP act inh	-3	2	3	-5	-2
